PLK1 PBD inh – inhibitors of human PLK1 polo-box domain binding; Potency, µM, inactives show max response, negative = inhibition, most hits filed as inhibitors; Plk1 PBD binding of FITC phosphopeptide, fluorescence polarization; P53350; hit rate 2.8% among 360,000; also: potency is read from the fitted curve at half-maximal effect; series mostly up to about 57 µM; % is scaled to controls: 0 for no effect and ±100 for the full control effect; nearly all actives have a fitted effect of over 65% in size
IL-2 act – activators of IL-2. hit rate 0.065% among 360,000. activation, % (series mostly up to about 46 µM). IL-2 activation reporter assay, cell-based qHTS; stimulated with anti-CD3/CD4/CD28 beads; in transgenic mouse T cells; in the data active = activation above about 50%; inconclusive = mostly about 30% to 49%; also: 0% is about no effect
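Quantitative HTS in unstimulated transgenic mouse T cells, with memory T cells as non-tolerant control and PMA/ionomycin as tolerance-bypass control. Compound pretreatment lasted 60 minutes before 18 h bead stimulation; EGFP/DsRed fluorescence read.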
FUS suppressor – rescues growth of FUS-expressing yeast | S. cerevisiae FUS-expressing, growth rescue, OD600, 24 h | Potency, µM (series often up to 76.6 µM), for inactives: top-dose growth rescue (activation), most hits filed as activators | AID 1347120 | hit rate 0.24% among 390,000;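 also: potency is read from the fitted curve at half-maximal effect; plate controls were DMSO vehicle for no effect and reference control for full effect; nearly all actives have a fitted effect of over 55% in size; some results filed as inactive show a strong effect at the top dose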
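FUS-expressing yeast, raffinose-pregrown, induced in 2% galactose minimal medium at OD 0.005; compounds in a dilution series, 24hr at 30C. Growth restoration read as absorbance at 600 nm. CP55940 positive control, DMSO negative.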
PI5P4K alpha inh – blocks human PI5P4K alpha kinase activity; P48426; PI5P4Kalpha enzyme, ADP-Glo luminescence, 60 min; stronger effect = lower value; max response, %; hit rate 1.2% among 330,000; AID 652105; active = max response of -50% or lower; inconclusive = between -30% and -50%; inactive = -30% or higher; also: value at the top dose of about 77 µM; % is scaled to controls: 0 for no effect and ±100 for the full control effect
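Single end-point luminescence (ADP-Glo) quantified ADP from PI5P4Kalpha turnover; ATP 5 microM final, 1 h at RT, 0.1% CHAPS and 0.28 mM EGTA in HEPES pH 7.4.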
EPAC1 antagonist – antagonists of human EPAC1 | O95398 | EPAC1 GEF assay, Rap1b-BODIPY-GDP exchange fluorescence | Potency, µM (highest dose often 115 µM), without a hit: at the top dose activity change, negative = inhibition, hits mostly inhibitors | hit rate 0.14% among 360,000;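 also: potency is read from the fitted curve at half-maximal effect; plate controls were vehicle for no effect and positive control for full effect; nearly all actives have a fitted effect of over 50% in size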
Abeta rescue – restores growth of yeast expressing A-beta42 peptide. yeast expressing A-beta42, growth rescue, OD600, 48 h; response scale: 0% DMSO, 100% iron-clioquinol control. Potency, µM (highest dose often 46.1 µM), without a hit: top-dose growth rescue, usual class: activators. hit rate 0.063% among 410,000. AID 1347071; also: potency is read from the fitted curve at half-maximal effect; nearly all actives have a fitted effect of over 55% in size
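Yeast growth medium received pinned compounds, then yeast cells expressing toxic A-beta were added; plates incubated at 30 C for 48 hr. Growth read as absorbance at 600 nm, normalized to DMSO and equimolar FeCl3 plus clioquinol controls.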
EPAC1 agonist – activates human EPAC1 exchange factor | Potency, µM (series often up to 154 µM), for the others: top-dose activation, most hits filed as activators | EPAC1 agonist qHTS, biochemical assay; response scale: 100% = response to 6.5 mM cAMP | O95398 | AID 720707 | hit rate 0.073% among 360,000; also: potency is read from the fitted curve at half-maximal effect; nearly all actives have a fitted effect of over 60% in size
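Normalized to 6.5 mM cAMP, activity reflects EPAC1-catalysed release of BODIPY-GDP from Rap1B, followed kinetically over 30 min at 480 nm excitation, 540 nm emission. Reaction contained 100 nM EPAC1, 250 nM Rap1B-BODIPY-GDP, 50 uM GDP.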
WRN helicase inh – WRN helicase (human) inhibition | Q14191 | AID 651768 | Potency, µM (titrated, usually from 114 µM), inactives show top-dose activity change, negative = inhibition, most hits filed as inhibitors | hit rate 0.46% among 360,000 | WRN helicase unwinding, fluorescent forked duplex, kinetic; also: potency is read from the fitted curve at half-maximal effect; % is scaled to controls: 0 for no effect and ±100 for the full control effect; nearly all actives have a fitted effect of over 55% in size
Target sequence (Q14191 whole entry, looked up): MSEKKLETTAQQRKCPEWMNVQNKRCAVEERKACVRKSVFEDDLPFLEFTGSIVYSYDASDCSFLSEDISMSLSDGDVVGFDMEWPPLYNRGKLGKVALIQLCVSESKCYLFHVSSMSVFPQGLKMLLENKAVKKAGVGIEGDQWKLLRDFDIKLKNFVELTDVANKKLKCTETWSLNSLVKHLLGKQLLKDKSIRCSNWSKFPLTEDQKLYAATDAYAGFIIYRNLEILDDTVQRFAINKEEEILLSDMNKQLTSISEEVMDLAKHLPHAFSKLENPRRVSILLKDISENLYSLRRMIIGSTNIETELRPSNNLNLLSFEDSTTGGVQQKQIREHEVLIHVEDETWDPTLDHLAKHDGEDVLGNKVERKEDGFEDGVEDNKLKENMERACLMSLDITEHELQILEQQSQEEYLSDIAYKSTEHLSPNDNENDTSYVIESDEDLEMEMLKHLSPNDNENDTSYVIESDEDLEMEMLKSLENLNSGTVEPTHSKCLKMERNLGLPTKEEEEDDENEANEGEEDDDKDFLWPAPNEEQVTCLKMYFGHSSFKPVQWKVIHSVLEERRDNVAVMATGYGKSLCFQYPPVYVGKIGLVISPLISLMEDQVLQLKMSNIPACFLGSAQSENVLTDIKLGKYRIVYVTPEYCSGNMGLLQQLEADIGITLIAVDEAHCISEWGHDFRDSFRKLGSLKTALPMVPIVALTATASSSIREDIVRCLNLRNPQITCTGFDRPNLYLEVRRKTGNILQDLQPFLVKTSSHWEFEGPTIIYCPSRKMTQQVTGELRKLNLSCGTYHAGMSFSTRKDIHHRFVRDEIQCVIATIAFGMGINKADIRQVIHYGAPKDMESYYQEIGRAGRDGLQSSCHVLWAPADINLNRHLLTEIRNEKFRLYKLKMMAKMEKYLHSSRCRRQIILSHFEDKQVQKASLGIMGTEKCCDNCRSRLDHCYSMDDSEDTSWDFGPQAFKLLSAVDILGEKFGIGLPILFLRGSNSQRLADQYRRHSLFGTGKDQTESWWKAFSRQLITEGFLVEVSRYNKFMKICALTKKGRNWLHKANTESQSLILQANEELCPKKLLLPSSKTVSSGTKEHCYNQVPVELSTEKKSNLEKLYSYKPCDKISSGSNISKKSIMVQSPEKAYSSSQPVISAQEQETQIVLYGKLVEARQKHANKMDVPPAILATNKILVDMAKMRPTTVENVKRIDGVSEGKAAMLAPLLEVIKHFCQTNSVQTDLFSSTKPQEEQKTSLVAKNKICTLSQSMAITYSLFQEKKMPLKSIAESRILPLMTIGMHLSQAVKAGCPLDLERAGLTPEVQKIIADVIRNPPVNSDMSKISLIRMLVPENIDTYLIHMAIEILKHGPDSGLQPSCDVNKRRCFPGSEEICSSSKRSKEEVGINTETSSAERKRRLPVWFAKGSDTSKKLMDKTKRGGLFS
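Kinetic red-fluorescence monitoring (525/598 nm) tracks WRN helicase activity after 100 nM fluorophore-quencher forked duplex and 2 mM ATP are added to 20 nM enzyme pretreated 15 min at room temperature with compound.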
Starred values were filed as active, the others as inactive; ? = inconclusive; · = no result given; & = joins results of further samples; [ ] = remark or other dose. Unless noted, calls follow the shape of the dose curve; as a rule, active = well fitted curve in the direction sought with a large enough effect; inconclusive = small, poorly fitted or top-dose-only effect, or another doubt; inactive = no such curve, though single readings can be large; an effect the other way counts as inactive or inconclusive.

#	compound	IL-2 act	PI5P4K alpha inh	FUS suppressor	EPAC1 agonist	Abeta rescue	EPAC1 antagonist	WRN helicase inh	PLK1 PBD inh
1	CCN(CC)C(=O)Cn1cc(/C=C(\C#N)C(=O)NC2CC2)c2ccccc21	-0.8	-1	-9%	6%	-7%	-8%	-9%	-9%
2	Cc1cccc2cc(C3CC(c4cccs4)=NN3S(C)(=O)=O)c(Cl)nc12 (stereo unspecified)	-0.6	11	22%	3%	26%	-5%	-8%	-3%
3	CCOC(=O)Cn1nnnc1C(CC)N(Cc1cccs1)Cc1cc2cc(C)ccc2[nH]c1=O (stereo unspecified)	-1.5	-1	-12%	-5%	23%	7%	-25%[57.1 µM]	-5%
4	C=CCOC(=O)CC(NC(=O)c1ccccc1)c1ccccc1 (stereo unspecified)	-3.9	4	-6%	-5%	-5%	6%	7%	-3%
5	O=C(NC1CC2CCCC(C1)N2C(=O)Nc1ccccc1)c1ccccc1 (stereo unspecified)	1.0	-2	11%	0%	3%	6%	9%	5%
6	C/C(=N\NC(=O)c1cccc([N+](=O)[O-])c1)c1cccc(NC(=O)C2CC2)c1	-1.5	1	9%	-4%	4%	11%	7%[57.1 µM]	-1%
7	Cc1ccc2c(c1)Oc1ccccc1C=C2C(=O)O	3.1	-5	6%	3%	5%	7%	-25%	-15%
8	Nn1c(Nc2ccccc2)nc2sc3c(c2c1=O)CCCC3	2.2	-8	30%	11%	-3%	-3%	-6%	?
9	CCOC(=O)Cn1c(C)[n+](C)c2cc(Cl)c(Cl)cc21	0.2	-1	-43%	15%	-8%	-7%	2%	-6%
10	COC(=O)C1=C(C)N(c2ccc(OC)c(OC)c2)C(=O)C1	-1.5	·	1%	-11%	-4%	18%	-1%	-15%
11	O=C(COC(=O)c1cccnc1Nc1cccc(C(F)(F)F)c1)NCCN1C(=O)CSC1=O	1.8	7	25%	3%	6%	-13%	-15%	-8%
12	CN(c1ccc(C(=O)NCC2CCCO2)cc1)S(=O)(=O)c1ccc(Cl)cc1 (stereo unspecified)	-1.7	3	-13%	10%	4%	-7%	-1%	-8%
13	NC(=O)c1sc2nc3c(c(-c4ccco4)c2c1N)CCCC3	0.3	8	-4%	11%	-2%	7%	-16%	-19%
14	Cc1cc(S(=O)(=O)Nc2ccc(C(=O)NCCCN3CCOCC3)cc2)ccc1F	0.1	2	-12%	-5%	-10%	-11%	-4%	9%
15	O=C(NC1CCCC1)C1CCCN1C(=O)Nc1ccccc1 (stereo unspecified)	0.5	8	6%	-1%	-13%	-1%	1%	-3%
16	COc1ccccc1N1CCN(c2cc(N3CCCC3)nc(C)n2)CC1	1.2	·	3%	5%	5%	4%	-1%	4%
17	CN1CCN(c2ccc(NC(=O)c3ccc(Cl)cc3)cn2)CC1	-5.5	-4	-15%	2%	-9%	-23%	-12%	-4%
18	CCN(CC)C(=O)COc1cc(C)c(Cl)c(C)c1	-2.6	·	17%	1%	18%	-4%	3%	-10%
19	O=C(O)c1cc(NN=C2CCN(Cc3ccccc3)CC2)ccc1Cl	-1.5	-4	-23%	1%	24%	0%	-17%	-8%
20	COc1ccc(NC(=O)C2CCN(S(=O)(=O)c3c(C)nn(C)c3C)CC2)cc1	-0.7	0	-5%	-1%	-15%	9%	2%	-12%
21	COC(=O)c1cn(NC(=O)Cc2ccc(OC)c(OC)c2)c(=O)c2ccccc12	-0.9	-1	-3%	-7%	7%	-4%	3%	-8%
22	COc1ccc(CNC(=O)C2CCCN(S(=O)(=O)c3ccc(Br)s3)C2)cc1 (stereo unspecified)	-4.6	2	-4%	-12%	-9%	-19%	9%	-6%
23	FC(F)(F)c1ccncc1-c1nnc(C2CCCCC2)o1	-3.5	2	4%	4%	-8%	-23%	-4%	-1%
24	CC(C)CC(N)c1csc(NC(=O)c2cc(C(C)(C)C)nn2Cc2ccccc2)n1 (stereo unspecified)	-1.1	-7	33%	-16%	?	-18%	-1%	-2%
25	COc1ccc(C(CC(=O)O)NS(=O)(=O)c2ccc(C)cc2)cc1OC (stereo unspecified)	-0.8	-3	1%	-6%	13%	-9%	0%	-6%
26	N#Cc1cccc(-c2csc(C(O)c3ccc(F)cc3)n2)c1 (stereo unspecified)	1.6	0	-10%	-3%	4%	-9%	-4%	0%
27	N#C/C(=C(/O)c1ccc([N+](=O)[O-])o1)c1nc2ccccc2[nH]1	5.6	-3	-15%	-12%	4%	-21%	6%	3%
28	Cc1ccc(S(=O)(=O)NC(CC(N)=O)C(=O)O)cc1 (stereo unspecified)	1.6	-6	-15%	13%	7%	5%	-1%	1%
29	CCOc1ccc(CCNC(=O)c2oc3c(c2C)-c2[nH]ncc2CC3)cc1OCC	-3.8	-10	3%	2%	2%	1%	-3%	-5%
30	Cc1ccc2c(c1)c1c(c(=O)n(-c3ccccc3C)c(=O)n1CC(=O)NCC1CCCO1)n2C (stereo unspecified)	0.7	6	2%&20%	-5%	-8%&-7%	-5%	4%	1%
31	CCCCCCn1cc(CN2CC(N3CCN(Cc4cccc(C)c4)CC3)CS2(=O)=O)nn1 (stereo unspecified)	-1.0	10	-1%	-13%	-13%	-26%	2%	-8%
32	CCOc1ccc(N=C(NC#N)SCC)cc1	-1.8	·	7%	3%	22%	-2%	-2%	0%
33	CN1CCN(C(=O)/C=C/c2cccc(Cl)c2)CC1	-1.4	2	6%	-2%	3%	4%	7%	-6%
34	CN1CCN(Cc2nnc(-c3ccccc3)o2)CC1	0.6	3	3%	-4%	-7%	5%	-5%	-9%
35	C=CCN(CC=C)S(=O)(=O)c1ncn[nH]1	3.6	0	-16%	1%	5%	-8%	-20%[57.1 µM]	-18%
36	CC(NC(=O)/C(C#N)=C/c1cccs1)c1ccccc1 (stereo unspecified)	-4.4	-3	5%	6%	24%	-7%	1%	2%
37	C(=NNC1=NCCN1)c1ccnc2ccccc12	0.4	-1	-13%	0%	-7%	-4%	4%	6%
38	N/C(=N\OS(=O)(=O)c1ccc(Cl)cc1)c1ccccn1	-0.2	0	-6%	3%	-6%	-7%	-2%	-11%
39	O=C(COc1ccccc1)Nc1ccccc1Oc1ccccc1	-0.4	29	·	16%	-15%	-6%	-27%	3%
40	Cc1ccc(C(=O)CSc2nnc(-c3ccccc3N)n2C)cc1	0.7	2	24%	0%	-3%	-9%	10%	-3%

Structural class, the compounds so far containing fluorine (4)
#	compound	IL-2 act	PI5P4K alpha inh	FUS suppressor	EPAC1 agonist	Abeta rescue	EPAC1 antagonist	WRN helicase inh	PLK1 PBD inh
11	O=C(COC(=O)c1cccnc1Nc1cccc(C(F)(F)F)c1)NCCN1C(=O)CSC1=O	1.8	7	25%	3%	6%	-13%	-15%	-8%
14	Cc1cc(S(=O)(=O)Nc2ccc(C(=O)NCCCN3CCOCC3)cc2)ccc1F	0.1	2	-12%	-5%	-10%	-11%	-4%	9%
23	FC(F)(F)c1ccncc1-c1nnc(C2CCCCC2)o1	-3.5	2	4%	4%	-8%	-23%	-4%	-1%
26	N#Cc1cccc(-c2csc(C(O)c3ccc(F)cc3)n2)c1 (stereo unspecified)	1.6	0	-10%	-3%	4%	-9%	-4%	0%

Returning to the listing; the two compounds before the break are reprinted first.
#	compound	IL-2 act	PI5P4K alpha inh	FUS suppressor	EPAC1 agonist	Abeta rescue	EPAC1 antagonist	WRN helicase inh	PLK1 PBD inh
39	O=C(COc1ccccc1)Nc1ccccc1Oc1ccccc1	-0.4	29	·	16%	-15%	-6%	-27%	3%
40	Cc1ccc(C(=O)CSc2nnc(-c3ccccc3N)n2C)cc1	0.7	2	24%	0%	-3%	-9%	10%	-3%
41	N#Cc1c(-c2cccnc2)cc(-c2ccccc2)nc1N	0.2	-18	11%	7%	-13%	-10%	6%	-19%
42	FC(F)(F)c1ccc(Nc2nnnc3ccccc23)cc1	-4.5	-4	15%	6%	-3%	2%	-18%	-21%
43	CC(=O)c1cccc(NC(=O)c2noc3c2CCc2ccccc2-3)c1	0.6	1	3%	5%	·	-10%	3%	-8%
44	COC(=O)c1cc(-c2cccs2)nc2ccccc12	-4.6	-4	16%	20%	-12%	11%	-11%	-13%
45	Cc1nn(-c2ccccc2)nc1C(=O)Nc1ccc2[nH]ncc2c1	3.9	1	1%	-24%	-5%	1%	1%	3%
46	Cc1scc(C(=O)N/N=C/c2ccc(Cl)s2)c1C	-0.6	4	5%	-9%	21%	7%	-4%	-2%
47	O=S(=O)(Nc1nc(-c2ccccc2)cs1)c1cc(Cl)ccc1Cl	1.3	-51*	26%	-4%	18%	-11%	-26%	?
48	COc1cc(CC(NC(C)=O)C(=O)NC2CCN(C(=O)c3cc(OC)c(OC)c(OC)c3)CC2)cc(OC)c1 (stereo unspecified)	-1.2	-4	7%	-5%	7%	8%	5%	-13%
49	O=C(NCc1ccccc1)c1ccc(N2CCC3(CC2)CC(c2ccc(Cl)cc2)=NO3)c([N+](=O)[O-])c1	-0.3	-8	38%	-12%	-10%	-3%	6%	1%
50	COc1ccc(NC(=O)c2ccccc2NC(=O)c2ccco2)cc1	0.5	6	23%	-12%	-5%	14%	-7%[57.1 µM]	5%
51	Cc1oc(-c2ccc(Cl)cc2)nc1CS(=O)CC(=O)NCCCN1CCN(Cc2ccccc2)CC1 (stereo unspecified)	-4.6	-9	41%	-1%	-11%	1%	3%	-14%
52	CCC(C)(C)n1nnnc1C(c1cc2cc(OC)ccc2[nH]c1=O)N1CCc2ccccc21 (stereo unspecified)	-0.2	5	·	5%	11%	1%	-14%	-4%
53	COc1ccc(Oc2ccc(NC(=O)c3ccccc3C)cc2)cc1	0.1	1	12%	-11%	-2%	-26%	3%	-19%
54	Cc1nc(C)c(C(=O)N2CCCC(C(=O)c3cc(F)ccc3F)C2)s1 (stereo unspecified)	-0.9	2	8%	-2%	19%	-8%	-15%	-6%
55	Cc1ccc(-n2c(=O)cc(N3CCc4ccccc4C3)[nH]c2=O)cc1	0.3	-4	·	10%	-7%	-6%	-7%	-10%

Bioassay records from PubChem.
